# HT1080NT lethal: kills 2HG-producing HT-1080-NT fibrosarcoma cells; HT-1080-NT fibrosarcoma viability, CellTiter-Glo ATP luminescence, 48 h; Potency, µM (titrated, usually from 46.1 µM), for inactives: at the highest dose activity, negative = less viability, hits mostly cytotoxic; 1.6% of 360,000 active; AID 686970;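 also: NT is the 2HG producing partner of a matched IDH1 knockdown line; potency is read from the fitted curve at half-maximal effect; 0% = DMSO-treated cells and -100% = media-only wells without cells; nearly all actives have a fitted effect of over 55% in size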
#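 Viability of the 2HG-overproducing fibrosarcoma line after 48 hours of compound exposure at 37 degrees C was determined by luminescence with CellTiter-Glo, and concentration-effect curves were then fitted and categorized.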
# HT1080 IDH1KD tx: kills HT-1080 cells with IDH1 knockdown | HT-1080 IDH1 knockdown viability, ATP luminescence, 48 h | 2% of 360,000 active | Potency, µM (doses to about 46.1 µM), for the others: top-dose activity, negative = toxicity, most hits filed as cytotoxic;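 also: potency is read from the fitted curve at half-maximal effect; 0% = DMSO wells and -100% = cell-free medium wells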
#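 Knockdown cells (IDH1KD HT-1080) received compounds 2 h after plating at 750 cells/well and were kept 48 h at 37 °C in 5% FBS RPMI. A CellTiter-Glo luminescence read gave % activity for curve fitting.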
# KB-3-1 cytotox: KB-3-1 parental cell cytotoxicity; KB-3-1 viability, CellTiter-Glo ATP luminescence, 72 h; Potency, µM (titrated, usually from 46.1 µM), for inactives: at the highest dose activity change, negative = cytotoxic, hits mostly cytotoxic; 1.4% of 400,000 active; AID 1347075; also: potency is read from the fitted curve at half-maximal effect; % is scaled to controls: 0 for no effect and ±100 for the full control effect; nearly all actives have a fitted effect of over 60% in size
#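 Cytotoxicity measured as CellTiter-Glo luminescence after 72 h at 37 C. Compound titrations were pinned onto drug-naive KB-3-1 parental adenocarcinoma cells grown in DMEM with 10% FBS, and normalized data fitted to concentration-response curves.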
# SW480 rereplic: inducers of DNA re-replication in SW480 colon cancer cells; 1.8% of 340,000 active; AID 624297; Potency, µM (highest dose often 46.1 µM), inactives show top-dose re-replication activation, hits mostly activators; SW480 DNA re-replication, Hoechst DNA content imaging, 48 h; also: potency is read from the fitted curve at half-maximal effect; % of control where 0% means no effect; nearly all actives have a fitted effect of over 55% in size
#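 Readout is total intensity of Hoechst-stained nuclei, excited at 405 nm and collected at 500-530 nm. Compound treatment lasted 48 hr at 37 C in 5% CO2 before staining.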
# IL-1B inflam inh: inhibitors of inflammasome signaling (IL-1 beta secretion). 4.7% of 360,000 active. activity change, % at 57.5 µM. THP-1 LPS/ATP IL-1B secretion, AlphaLISA, 16 h; stronger effect = lower value; in the data active = activity change below about -50%; inconclusive = mostly about -30% to -49%; also: % is scaled to controls: 0 for no effect and ±100 for the full control effect
#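 THP-1 cells pretreated 1 hr with compounds (up to 57.5 uM final), then stimulated with LPS (250 ng/mL final) plus ATP (1.25 mM final); secreted IL-1B measured by AlphaLISA after 16 hr, decreased signal indicating inhibition.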
# D3 ag: activates the human D3 dopamine receptor | P35462 | D3R DiscoveRx beta-arrestin cells, luminescence, 90 min | max activation, % | 0.58% of 410,000 active | AID 652048; in the data active = max activation above about 30%; also: 0% is about no effect; mostly tested at two doses, the higher about 12 µM
# Target sequence (P35462 whole entry, looked up): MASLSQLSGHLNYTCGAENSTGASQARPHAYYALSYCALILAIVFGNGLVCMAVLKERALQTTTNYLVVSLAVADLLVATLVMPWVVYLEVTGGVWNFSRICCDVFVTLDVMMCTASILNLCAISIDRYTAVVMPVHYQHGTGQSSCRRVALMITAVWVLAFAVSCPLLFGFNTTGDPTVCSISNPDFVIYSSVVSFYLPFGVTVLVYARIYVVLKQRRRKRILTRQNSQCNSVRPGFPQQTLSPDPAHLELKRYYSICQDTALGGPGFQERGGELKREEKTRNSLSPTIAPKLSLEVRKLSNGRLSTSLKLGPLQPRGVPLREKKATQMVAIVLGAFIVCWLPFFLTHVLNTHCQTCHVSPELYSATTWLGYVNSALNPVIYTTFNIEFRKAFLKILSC
#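 Cells at 1500/well, incubated overnight, then treated with pinned compounds (dopamine as control) for 90 min at 37 degrees C. DiscoveRx reagent added for 30 - 60 minutes at room temperature; luminescence read.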
# KB-V1 cytotox: kills drug-selected multidrug resistant KB-V1 cells | Potency, µM (titrated, usually from 46.1 µM), for the others: at the highest dose activity change, negative = cytotoxicity, most hits filed as cytotoxic | 3.4% of 400,000 active | KB-V1 MDR cells viability, CellTiter-Glo, 72 h; also: potency is read from the fitted curve at half-maximal effect; % is scaled to controls: 0 for no effect and ±100 for the full control effect; nearly all actives have a fitted effect of over 60% in size
#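 Readout: CellTiter-Glo luminescence, 10 min after addition. Cells: KB-V1 MDR subline, 72 h at 37 degrees C with compound. Analysis: corrected, normalized data fitted to concentration-effect curves.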
# MCF10A rerep: induces DNA re-replication in MCF 10a normal breast cells; MCF 10A DNA re-replication, Hoechst nuclear intensity, 48 h; Potency, µM (highest dose often 46.1 µM), without a hit: at the top dose activity, positive = re-replication, actives largely listed as activators; 2.9% of 350,000 active; AID 624296; also: potency is read from the fitted curve at half-maximal effect; % of control where 0% means no effect; nearly all actives have a fitted effect of over 50% in size
# GLP1R cytotox: cytotoxicity counter-screen for GLP-1 receptor inverse agonists; Potency, µM (series often up to 38.3 µM), for inactives: at the highest dose activity change, negative = inhibition, actives largely listed as inhibitors; HEK293 cAMP-luciferase reporter cells, luminescence, 24 h; AID 624418; 0.13% of 410,000 active;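 also: loss of luciferase light is scored as toxicity; potency is read from the fitted curve at half-maximal effect; % is scaled to controls: 0 for no effect and ±100 for the full control effect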
#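 MLSMR compounds, 24 hr on cells at 37 deg C/5% CO2; luminescence after luciferase reagent (12 min RT). Inhibition counted as the undesired cytotoxic outcome.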
# Active calls of the source: *; ? = inconclusive; / = no result given; & = joins results of further samples; [ ] = remark or other dose. Unless noted, calls follow the shape of the dose curve; as a rule, active = well fitted curve in the direction sought with a large enough effect; inconclusive = small, poorly fitted or top-dose-only effect, or another doubt; inactive = no such curve, though single readings can be large; an effect the other way counts as inactive or inconclusive. Outcome played no part in choosing rows; any-hit rate near 11%.
SMILES,HT1080NT lethal,HT1080 IDH1KD tx,KB-3-1 cytotox,SW480 rereplic,IL-1B inflam inh,D3 ag,KB-V1 cytotox,MCF10A rerep,GLP1R cytotox
O=c1[nH]cnc2sc(-c3ccccc3)cc12,-14%,2%[9.24 µM],5%,-16%,-1,-7,10%,2%,18%
CC1CCC(NC(=O)C2CCN(C(=O)Nc3ccccc3)CC2)CC1 (stereo not drawn),0%,-9%,-7%,-1%,-2,-9,16µM*,?,8%
Cc1cc(=O)oc2cc(OCCSc3nnc(-c4ccccc4)o3)ccc12,?,10%,18%,-2%,-1,-16,-15%,?,5%
O=c1cc2c(nn1Cc1cccc(Cl)c1)-c1ccccc1CC2,-11%,-1%,19%,-2%[9.22 µM],0,0,-8%,?,-1%
CCN1CCN(Cc2nc3cc(NC(=O)c4ccccc4[N+](=O)[O-])ccc3n2CC)CC1,/,/,3%,/,/,-11,30%,/,-4%
Cc1cc(N2CCC(C(=O)Nc3ccc(Cl)cc3)CC2)n2nc(C)c(-c3ccc(Cl)cc3)c2n1,/,/,27%,/,/,3,?,/,-7%
COc1cccc(N2C(=NC(=O)C3CCCO3)SC3CS(=O)(=O)CC32)c1 (stereo not drawn),0%,-1%,3%,-1%,-14,-11,3%,1%,-8%
CCCCn1c(N)c(N(CCOC)C(=O)CSc2nnc(-c3ccncc3)n2CCC)c(=O)[nH]c1=O,12%,11%,9%,-43%[inhibitor],17,4,5%,-26%,6%
C/C(=N\S(=O)(=O)c1ccc(C)cc1)NC(=S)Nc1ccccc1,2%,6%,23%,-27%,15,0,?,-20%,3%
CCOC(=O)C1CCN(C(=O)c2ccc(Br)o2)CC1,13%,2%,16%,-3%,11,2,1%,1%,0%
O=C(CSc1nnnn1-c1ccccc1)Nc1ccc(N2CCOCC2)cc1,15%,7%,1%,-69%[inhibitor],19,2,?,-31%[inhibitor],12%
CN(C)C=Nc1nc2ccccc2nc1N1CCCC1,-1%,1%,17%,5%,13,3,-21%,-7%,17%
CCOC(=O)c1ccccc1NC1OC(=O)c2ccccc21 (stereo not drawn),10%,13%,-2%,-6%,4,3,3%,3%,5%
CCCCCCCc1n[nH]c(=S)n1Cc1ccccc1,-13%,-11%,14%,-5%[9.22 µM],6,11,-4%,?,-12%
O=C(CCC(=O)Nc1ccc(F)cc1)N/N=C/c1ccc(O)cc1,-10%,-7%,15%,-6%,-3,-2,1%,-2%,-2%
Cc1cc(C)n(CC(=O)NNC(=O)C2CC(=O)N(Cc3ccccc3Cl)C2)n1 (stereo not drawn),23%,18%,-2%,1%,1,-2,7%,-2%,0%
Nc1ccc2c(c1)C(=O)CCC2,-4%,15%,26%,/,-13,-3,17%,/,2%
COc1ccc(C(=O)Nn2c(SCC(=O)c3ccccc3)nc3ccccc3c2=O)cc1,-13%,-9%,-29%,1%,-19,-1,-17%,0%,5%
COc1cccc(NC(=O)N(C)C[C@H]2OCc3cn(nn3)CCCC(=O)N([C@@H](C)CO)C[C@@H]2C)c1,-3%,3%,2%,/,0,3,?,/,-2%
O=C(Cn1cnc2c(cnn2-c2ccccc2)c1=O)OCc1ccccc1,5%,-5%,17%,-1%,16,1,0%,11%,-23%
COc1ccc([C@H]2C[C@@H](O)[C@H](n3cc(C4CC4)nn3)CN2C(=O)c2cccs2)cc1,9%,2%,3%,/,-1,5,10%,/,-8%
O=S(=O)(c1ccc(Cl)cc1)c1nc(-c2ccco2)oc1N1CCCCC1,1%,-4%,/,6%,-11,11,/,?,0%
CCOc1ccc(-c2nnc(NC(=O)CCCOc3cccc(C)c3)o2)cc1,?,?,?,0%,-14,2,?,?,-3%
CS(=O)(=O)c1ccc(-c2nnc(NC(=O)c3ccc(S(=O)(=O)N4CCCC4)cc3)o2)cc1,-12%,-16%,10%,-5%,3,-8,-2%,12%,5%
Cn1c(SCC2CCCCC2)nnc1-c1ccncc1,-1%,-4%,2%,-2%,-2,-4,-10%,1%,-2%
# (next part)
SMILES,HT1080NT lethal,HT1080 IDH1KD tx,KB-3-1 cytotox,SW480 rereplic,IL-1B inflam inh,D3 ag,KB-V1 cytotox,MCF10A rerep,GLP1R cytotox
O=C(O)CSc1nc2ccccc2n1C1CCCCC1,-4%,-9%,0%,-13%,19,6,1%,-6%,12%
CCOC(=O)CCC(NC(=O)c1ccc(NCN2C(=O)c3ccccc3C2=O)cc1)C(=O)OCC (stereo not drawn),-2%,-2%,14%,-5%,-27,0,0%,-3%,25%
CNC(=O)NC(=O)CSc1nc2ccccc2n1CCOC,13%,4%,0%,0%,32,0,-5%,0%,10%
CCOc1cccc(-c2c(C(=O)N/N=C/c3cccnc3)nnn2-c2nonc2N)c1,0%,4%,17%,-2%,0,4,4%,0%,-1%
Fc1cccc(CCN2CCNC[C@@H]2Cc2ccccc2)c1,-4%,-8%,-6%,0%,-15,-39,-5%,-6%,13%
Cc1ccc(C(=O)NCCCn2ccnc2)o1,13%,16%,-3%,-7%,4,1,29%,1%,12%
C/C(=C\c1ccccc1)C(=O)Nc1cc(C)on1,26%,9%,-13%,-5%,-4,0,-11%,-2%,-5%
COc1ccc(C)cc1NC(=O)n1ncc2c(C)cccc21,6%,8%,-7%,4%,9,11,6%,-6%,0%
Cc1cc(C)c(S(=O)(=O)Nc2ccc3c4c(cccc24)CC3)c(C)c1,?,1µM*,0.73µM*,?,10,-4,1.3µM*,0.37µM*,-33%
COc1ccc(CCCc2nnc(SCC(=O)Nc3cc(C)ccc3C)o2)cc1,0%,29%,-3%&0%,-8%,-1,6&2,-28%&-27%,-2%,19%&-29%
NNC(=O)c1cc(C2CC2)nc2ccc(Br)cc12,?,?,-4%,-6%,12,-6,6%,12%,-25%
C=CCOn1c(=O)c(-c2ccc(OC)cc2)[n+]([O-])c2ccccc21,8%,-1%,0%,2%,-2,2,-4%,5%,-7%
O=C(NCCNC(=O)c1cc(Cl)ccc1Cl)c1cnccn1,-5%,12%,0%,4%,-15,-6,0%,-1%,2%
Nc1nnc(SCC(=O)OCC(=O)Nc2ccc(Br)cc2F)s1,-9%,-2%,2%,1%,-17,-5,-5%,-2%,-17%
COc1ccccc1N1CC(C(=O)Nc2nnc(SCC(=O)NCC3CCCO3)s2)CC1=O (stereo not drawn),15%,1%,/,-10%,15,1,/,1%,2%
O=C(NCCc1ccccc1)C(=O)Nc1ccc2c(c1)OCCO2,?,-25%,0%,1%,-9,-2,7%,-1%,-8%
CC(NC(=O)c1ccc(OC2CCN(S(=O)(=O)N(C)C)CC2)cc1)C1CC1 (stereo not drawn),-3%,4%,-4%,0%,11,17,?,6%,14%
COc1ccc(C(=O)C2CCN(C(=S)NCC3CCCO3)CC2)cc1 (stereo not drawn),2%,-13%,1%,2%,-6,0,0%,0%,-2%
COc1cccc(/C=C/C(=O)OCC(=O)NCCCc2ccccc2)c1OC,7%,7%,46%,-23%,24,-2,0%,-7%,2%
COc1ccc(Br)cc1CNC(=O)CN1C(=O)c2cccnc2Oc2ccc(C)cc21,/,/,-9%,/,/,-10,6%,/,-16%
COc1ccc(Cn2nnc3c(=O)[nH]c(C4CCN(C(=O)c5ccc(C)cc5)CC4)nc32)cc1OC,/,/,-2%,/,/,-5,0%,/,-22%
CC1CCCN(c2ccc(C(=O)NCc3cccs3)cn2)C1 (stereo not drawn),3%,6%,9%,0%,-27,-8,?,-8%,-9%
Cc1cccc(C)c1NC(=O)C(c1ccc(C#N)cc1)n1c(=O)c(-c2ccccc2)nc2ccccc21 (stereo not drawn),-14%,-11%,1%,/,-50*,-19,-16%,/,3%
Cc1noc(C)c1COC(=O)c1ccc2c(c1)S(=O)(=O)c1ccccc1C2=O,5%,2%,-1%,-9%,33,5,?,6%,2%
CCN(Cc1ccccc1)C(=O)COC(=O)CNC(=O)c1ccc(C)s1,2%,-4%,-3%,-18%,30,-6,8%,-14%,-1%
